NPR2 activator – GC-B (human) receptor activation; 370,000 compounds, 0.11% hits; P20594; HEK293-GC-B cells, CNP EC30, cGMP TR-FRET; 0% at EC30 CNP, 100% saturating CNP; activation, % at 10 µM; AID 1920062;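 active means activation at 10 µM reaching about 35% in either raw or pattern-adjusted values, limit read from the data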
rCAG binder – r(CAG) repeat RNA binding. TO-PRO-1 dye displacement fluorescence. inhibition, % at 3 µM. 370,000 compounds, 1.3% hits;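 active means inhibition above the plate cutoff, the mean of all test compounds on that plate plus 3 SD, cut at about 35% in these data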;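 further: 0% = DMSO alone and 100% = 100 µM mitoxantrone as full dye displacement; higher means more dye released from RNA so lower well fluorescence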
PRMT1 inh – inhibitors of human PRMT1 | Q99873 | recombinant PRMT1, activity-based probe fluorescence polarization | inhibition, % at 2.79 µM | 370,000 compounds, 1.3% hits | AID 652257;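 active means inhibition above about 21% made by adding two undisclosed values, limit read from the data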
TDP2 absorb – blocks human TDP2 phosphodiesterase activity; O95551; recombinant TDP2, T5PNP hydrolysis, p-nitrophenol absorbance 415 nm; inhibition, % at 12.8 µM; 370,000 compounds, 0.34% hits;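 active means inhibition above the mean of all tested compounds plus 3 SD, set per campaign, cut at about 25% in these data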;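 further: 0% = DMSO with enzyme and 100% = buffer with substrate but no TDP2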
Target sequence (O95551 whole entry, looked up): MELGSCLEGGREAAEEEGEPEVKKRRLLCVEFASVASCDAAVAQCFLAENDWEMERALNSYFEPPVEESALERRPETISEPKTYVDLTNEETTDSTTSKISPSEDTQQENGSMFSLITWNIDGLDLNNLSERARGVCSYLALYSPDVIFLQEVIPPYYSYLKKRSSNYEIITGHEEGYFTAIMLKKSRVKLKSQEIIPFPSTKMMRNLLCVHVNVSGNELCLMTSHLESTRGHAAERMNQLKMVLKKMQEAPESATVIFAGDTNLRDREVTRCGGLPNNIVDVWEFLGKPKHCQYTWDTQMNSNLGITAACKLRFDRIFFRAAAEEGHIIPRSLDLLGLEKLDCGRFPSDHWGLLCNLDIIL
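Assay system: recombinant human TDP2 / Reagent: T5PNP substrate at 5 mM, a TopII-DNA adduct mimic / Measured by: epi absorbance from released p-nitrophenol / Evaluation: % inhibition relative to enzyme-containing and enzyme-free wells / Control set: enzyme-free and DMSO wells / Replicates: each compound tested once, singlicate / Schedule: enzyme reaction with compound for 2 h at 37 °C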
mABHD4 FP – ABHD4 (mouse) inhibition, primary FP screen. purified mABHD4, FP-Rh probe fluorescence polarization. inhibition, % at 8.92 µM. 370,000 compounds, 0.54% hits;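 active means inhibition exceeding the mean over every tested compound plus 3 SD, cut at about 30% in these data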;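 further: 0% = plate median of compound wells and 100% = S159A mutant with DMSO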
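Assay system: wild-type mouse ABHD4 protein; compound: single nominal dose of 8.92 µM, 0.89% DMSO final; schedule: 45 min + 60 min at 25 °C; measured by: FP readout, ex 525 nm / em 598 nm; evaluation: % inhibition of FP-Rh probe binding versus controls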
MBD2 inh – blocks human MBD2 binding to methylated DNA | TR-FRET, MBD2 binding to methylated oligonucleotide | inhibition, % at 4.4 µM | 370,000 compounds, 0.31% hits; in the data active means inhibition above about 13%
HTRA1 inh – inhibitors of human serine peptidase HTRA1. 340,000 compounds, 0.5% hits. inhibition, % at 5.96 µM. recombinant HTRA1, FP-rhodamine activity-based probe, fluorescence polarization; in the data active means inhibition above about 36%;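 further: 0% = enzyme with DMSO and 100% = wells lacking enzyme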
Target sequence (Q92743 whole entry, looked up): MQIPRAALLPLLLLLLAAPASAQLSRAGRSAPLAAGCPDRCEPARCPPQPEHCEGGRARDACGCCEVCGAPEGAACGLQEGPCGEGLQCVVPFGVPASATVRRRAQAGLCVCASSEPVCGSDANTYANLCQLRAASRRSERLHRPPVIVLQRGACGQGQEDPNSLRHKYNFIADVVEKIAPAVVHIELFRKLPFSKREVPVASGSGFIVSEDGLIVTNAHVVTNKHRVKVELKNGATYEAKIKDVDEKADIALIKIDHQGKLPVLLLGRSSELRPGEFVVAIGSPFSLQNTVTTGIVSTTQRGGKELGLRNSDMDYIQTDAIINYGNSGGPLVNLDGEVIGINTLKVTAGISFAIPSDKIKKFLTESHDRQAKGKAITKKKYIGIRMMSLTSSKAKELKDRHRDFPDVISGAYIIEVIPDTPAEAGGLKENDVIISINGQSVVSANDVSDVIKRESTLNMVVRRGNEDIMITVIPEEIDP
LEDGF integ inh – blocks HIV-1 LEDGF/p75-dependent DNA integration. TR-FRET IN-LEDGF/p75 DNA integration, Eu/Cy5. inhibition, % at 3.7 µM. 370,000 compounds, 0.64% hits;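 active means inhibition above the screen-wide mean plus 3 SD, cut at about 13% in these data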;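 further: signal is the Cy5 over europium emission ratio at 671 and 618 nm; 0% = plate median of compound wells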
TCR-CD3 inh – inhibitors of human TCR-CD3 interaction; TAMRA-labeled TCR probe fluorescence, biochemical; 360,000 compounds, 0.37% hits; inhibition, % at 9.4 µM; in the data active means inhibition above about 19%;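 further: recombinant mutant TCR 2C K166C tagged with TAMRA read by polarization; 0% = receptor in buffer alone and 100% = receptor with positive control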
SIAE inh – inhibitors of human sialic acid acetylesterase SIAE; Q9HAT2; SIAE FP-Rh probe binding, fluorescence polarization; inhibition, % at 9.66 µM; 370,000 compounds, 0.69% hits;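 active means inhibition above a cutoff: mean of compounds within the control limits plus 3 SD of those, cut at about 17% in these data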;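 further: 0% = plate median of compound wells and 100% = probe without SIAE protein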
Active calls of the source: *. The list is partial; the hit share may differ from the screen's.

For Cc1c(C)c2ccc(OS(C)(=O)=O)c(C)c2oc1=O the results were NPR2 activator -2, rCAG binder 0, PRMT1 inh 2, TDP2 absorb 9, mABHD4 FP 1, MBD2 inh 1, HTRA1 inh -6, LEDGF integ inh -2, TCR-CD3 inh 0 and SIAE inh 0.
`CN(C)CCN(Cc1ccco1)S(=O)(=O)c1ccc(-c2ccc(=O)[nH]n2)s1` gave NPR2 activator -9, rCAG binder 2, PRMT1 inh 2, TDP2 absorb 11, mABHD4 FP 0, MBD2 inh -6, HTRA1 inh 0, LEDGF integ inh 2, TCR-CD3 inh 0 and SIAE inh 3.
Screening CC(C)Oc1cccc(-c2nnc(SCC(=O)Nc3ccc4c(c3)OCCO4)n2N)c1 returned NPR2 activator 6, rCAG binder 0, PRMT1 inh 6, TDP2 absorb 5, mABHD4 FP 0, MBD2 inh -6, HTRA1 inh -2, LEDGF integ inh 0, TCR-CD3 inh 3 and SIAE inh 4.
For Cc1cc(Br)ccc1NC(=O)CN1C(=S)NC(C)(C)CC1C (stereo not given) the results were NPR2 activator 1, rCAG binder -4, PRMT1 inh -3, TDP2 absorb 2, mABHD4 FP -3, MBD2 inh -3, HTRA1 inh 0, LEDGF integ inh 3, TCR-CD3 inh 7 and SIAE inh 1.
CC(C)C1(CCNC(=O)c2cccs2)CCOC(C)(C)C1 (stereo not given) was read as NPR2 activator 4, rCAG binder -3, PRMT1 inh -2, TDP2 absorb 8, mABHD4 FP -4, MBD2 inh -4, HTRA1 inh 3, LEDGF integ inh 3, TCR-CD3 inh -5 and SIAE inh -2.
Screening CC1(C)CC(=O)C=C(NC2CCCCC2)C1 returned NPR2 activator 1, rCAG binder -3, PRMT1 inh 1, TDP2 absorb -1, mABHD4 FP -5, MBD2 inh 0, HTRA1 inh 0, LEDGF integ inh 3, TCR-CD3 inh 4 and SIAE inh -2.
Screening N#Cc1c(Nc2ccccc2)sc(C(=O)C2CC2)c1N returned NPR2 activator -8, rCAG binder 2, PRMT1 inh 1, TDP2 absorb -10, mABHD4 FP 1, MBD2 inh -1, HTRA1 inh 6, LEDGF integ inh -1, TCR-CD3 inh 1 and SIAE inh 1.
Screening COCCCN(C(=O)CCOc1ccccc1C)c1c(N)n(Cc2ccccc2)c(=O)[nH]c1=O returned NPR2 activator 6, rCAG binder 2, PRMT1 inh 0, TDP2 absorb -3, mABHD4 FP 1, MBD2 inh -1, HTRA1 inh -13, LEDGF integ inh -3, TCR-CD3 inh -1 and SIAE inh -2.
Screening CC[C@@]12C(=O)N(c3ccc(C)cc3)C(=O)N1[C@H](c1ccc(OC)cc1)[C@@H]1C(=O)N(C(C)(C)C)C(=O)[C@@H]12 returned NPR2 activator -1, rCAG binder -5, PRMT1 inh 2, TDP2 absorb 5, mABHD4 FP -1, MBD2 inh -2, HTRA1 inh -5, LEDGF integ inh 1, TCR-CD3 inh -5 and SIAE inh 2.
COc1ccc(CCNC(=O)COC(=O)c2cc(=O)[nH]c3ccccc23)cc1 was read as NPR2 activator -6, rCAG binder 0, PRMT1 inh -2, TDP2 absorb -2, mABHD4 FP -2, MBD2 inh 3, HTRA1 inh 5, LEDGF integ inh -2, TCR-CD3 inh 3 and SIAE inh -2.

The closing two records of the section before lead into the next.
Screening CC[C@@]12C(=O)N(c3ccc(C)cc3)C(=O)N1[C@H](c1ccc(OC)cc1)[C@@H]1C(=O)N(C(C)(C)C)C(=O)[C@@H]12 returned NPR2 activator -1, rCAG binder -5, PRMT1 inh 2, TDP2 absorb 5, mABHD4 FP -1, MBD2 inh -2, HTRA1 inh -5, LEDGF integ inh 1, TCR-CD3 inh -5 and SIAE inh 2.
COc1ccc(CCNC(=O)COC(=O)c2cc(=O)[nH]c3ccccc23)cc1 was read as NPR2 activator -6, rCAG binder 0, PRMT1 inh -2, TDP2 absorb -2, mABHD4 FP -2, MBD2 inh 3, HTRA1 inh 5, LEDGF integ inh -2, TCR-CD3 inh 3 and SIAE inh -2.
CCN(CC)CCNC(=S)NC(=O)c1cn(-c2ccccc2)nc1-c1ccc(OC)cc1 was read as NPR2 activator -2, rCAG binder -5, PRMT1 inh 0, TDP2 absorb 3, mABHD4 FP 0, MBD2 inh 0, HTRA1 inh -15, LEDGF integ inh -3, TCR-CD3 inh -2 and SIAE inh -7.
Screening Cc1ccc(S(=O)(=O)N2CCN(C(=O)C(C)Cn3nc(C)c(C)c3C)CC2)cc1C (stereo not given) returned NPR2 activator 0, rCAG binder -5, PRMT1 inh 3, TDP2 absorb 15, mABHD4 FP 5, MBD2 inh -6, HTRA1 inh -3, LEDGF integ inh 1, TCR-CD3 inh -2 and SIAE inh 7.
`Cc1nc(NC(=O)c2ccc(Br)s2)sc1C(=O)N(C)C` gave NPR2 activator 3, rCAG binder -1, PRMT1 inh 2, TDP2 absorb -11, mABHD4 FP 3, MBD2 inh -2, HTRA1 inh 7, LEDGF integ inh -4, TCR-CD3 inh -10 and SIAE inh -4.
`CC(NC(=O)Nc1ccccc1)C(c1cccs1)N1CCOCC1` (stereo not given) gave NPR2 activator 2, rCAG binder 2, PRMT1 inh -2, TDP2 absorb -8, mABHD4 FP 2, MBD2 inh -5, HTRA1 inh 4, LEDGF integ inh 0, TCR-CD3 inh 7 and SIAE inh 1.
`CCOC(=O)CNC(=O)CSc1ncccc1-c1nc2ccccc2[nH]1` gave NPR2 activator -4, rCAG binder 6, PRMT1 inh 1, TDP2 absorb -7, mABHD4 FP 2, MBD2 inh 3, HTRA1 inh 3, LEDGF integ inh 3, TCR-CD3 inh -17 and SIAE inh -6.
Screening CN(C)/C=C(/C(=O)c1ccc(Cl)cc1Cl)S(=O)(=O)c1ccc(Cl)cc1 returned NPR2 activator 3, rCAG binder 15, PRMT1 inh -2, TDP2 absorb 2, mABHD4 FP -1, MBD2 inh -3, HTRA1 inh -4, LEDGF integ inh 0, TCR-CD3 inh 0 and SIAE inh -2.
For Cc1cc(N2CCC(C)CC2)n2ncc(-c3ccccc3)c2n1 the results were NPR2 activator -5, rCAG binder -1, PRMT1 inh -2, TDP2 absorb -14, mABHD4 FP 6, MBD2 inh -4, HTRA1 inh 8, LEDGF integ inh 4, TCR-CD3 inh -6 and SIAE inh -1.
Screening Fc1ccccc1Cn1cc(C(=S)N2CCOCC2)c2ccccc21 returned NPR2 activator 1, rCAG binder -5, PRMT1 inh -3, TDP2 absorb -8, mABHD4 FP 0, MBD2 inh 1, HTRA1 inh -10, LEDGF integ inh -1, TCR-CD3 inh 7 and SIAE inh -1.
O=C(/C=C/c1cccs1)N1CCN(c2ccc(O)cc2)CC1 was read as NPR2 activator -4, rCAG binder 6, PRMT1 inh 18, TDP2 absorb 0, mABHD4 FP 14, MBD2 inh -2, HTRA1 inh -4, LEDGF integ inh 2, TCR-CD3 inh 3 and SIAE inh 10.
NC(=O)c1cc2nc(-c3ccco3)cc(C(F)(F)F)n2n1 was read as NPR2 activator 0, rCAG binder 9, PRMT1 inh 13, TDP2 absorb -6, mABHD4 FP 7, MBD2 inh -1, HTRA1 inh -2, LEDGF integ inh 2, TCR-CD3 inh 1 and SIAE inh 2.
CCOC(=O)/C=c1\s/c(=C\c2ccc(C)cc2)c(=O)n1CC(=O)NCc1ccco1 was read as NPR2 activator 4, rCAG binder 2, PRMT1 inh 0, TDP2 absorb 2, mABHD4 FP -1, MBD2 inh 2, HTRA1 inh 5, LEDGF integ inh 0, TCR-CD3 inh -3 and SIAE inh -17.
Screening NC(=O)COC(=O)c1cccc(S(=O)(=O)N2CCN(c3ccccc3)CC2)c1 returned NPR2 activator -3, rCAG binder -1, PRMT1 inh 0, TDP2 absorb 9, mABHD4 FP 5, MBD2 inh 4, HTRA1 inh -1, LEDGF integ inh 0, TCR-CD3 inh 3 and SIAE inh 7.
Screening CCCCC(NC(=O)c1ccccc1)C(=O)OCC(=O)N1c2ccccc2Sc2ccccc21 (stereo not given) returned NPR2 activator -5, rCAG binder 2, PRMT1 inh 1, TDP2 absorb -4, mABHD4 FP -28, MBD2 inh 3, HTRA1 inh -39, LEDGF integ inh -5, TCR-CD3 inh 2 and SIAE inh -8.
`Cc1ccc2c(c1)CC1(CN2C)C(=O)OC2(CCCCC2)OC1=O` gave NPR2 activator -2, rCAG binder -4, PRMT1 inh 5, TDP2 absorb -6, mABHD4 FP 7, MBD2 inh 3, HTRA1 inh 12, LEDGF integ inh 1, TCR-CD3 inh -11 and SIAE inh 6.
`COC(=O)c1ccc(Oc2nc3c(c(=O)n(C)c(=O)n3C)n2CCC(C)C)cc1` gave NPR2 activator -2, rCAG binder 0, PRMT1 inh -1, TDP2 absorb -4, mABHD4 FP -3, MBD2 inh 0, HTRA1 inh 5, LEDGF integ inh 1, TCR-CD3 inh 2 and SIAE inh 28*.
Screening CC(=O)Oc1ccc(-c2cc3ccccc3oc2=O)cc1 returned NPR2 activator 1, rCAG binder -4, PRMT1 inh 9, TDP2 absorb 3, mABHD4 FP -1, MBD2 inh 4, HTRA1 inh 3, LEDGF integ inh -3, TCR-CD3 inh -14 and SIAE inh -7.
Screening O=C(Nc1ccc(Cl)cn1)c1ccc2c(Cl)c3c(nc2c1)CCC3 returned NPR2 activator -9, rCAG binder 0, PRMT1 inh 1, TDP2 absorb 1, mABHD4 FP -1, MBD2 inh 3, HTRA1 inh -1, LEDGF integ inh -3, TCR-CD3 inh -1 and SIAE inh -2.
Screening O=[N+]([O-])c1ccc(Oc2cccc(C(F)(F)F)c2)nc1 returned NPR2 activator 4, rCAG binder 1, PRMT1 inh -2, TDP2 absorb 1, mABHD4 FP -4, MBD2 inh 12, HTRA1 inh -4, LEDGF integ inh 3, TCR-CD3 inh 3 and SIAE inh 3.
COc1cc(Br)c(CN2CCCN(C)CC2)cc1OC was read as NPR2 activator -9, rCAG binder -2, PRMT1 inh 5, TDP2 absorb -2, mABHD4 FP 2, MBD2 inh 3, HTRA1 inh 5, LEDGF integ inh 2, TCR-CD3 inh -2 and SIAE inh -4.
`Cc1ccc(O)c(-c2cc(C(=O)NCc3ccncc3)[nH]n2)c1` gave NPR2 activator 2, rCAG binder 1, PRMT1 inh 0, TDP2 absorb 7, mABHD4 FP -5, MBD2 inh -1, HTRA1 inh 1, LEDGF integ inh -2, TCR-CD3 inh 5 and SIAE inh -4.
O=C(NCc1nnc2c3ccccc3c(-c3ccccc3)nn12)c1ccccc1Cl was read as NPR2 activator 2, rCAG binder 0, PRMT1 inh -1, TDP2 absorb 10, mABHD4 FP 1, MBD2 inh 4, HTRA1 inh 11, LEDGF integ inh -1, TCR-CD3 inh -7 and SIAE inh 4.
`CCOc1cc(/C=N/n2c(COc3ccccc3)n[nH]c2=S)ccc1O` gave NPR2 activator -3, rCAG binder 9, PRMT1 inh 5, TDP2 absorb 2, mABHD4 FP 4, MBD2 inh 3, HTRA1 inh 2, LEDGF integ inh -6, TCR-CD3 inh 6 and SIAE inh 5.
For COc1cc(/C=C(\C#N)C(N)=O)ccc1OCc1c(C)no[n+]1[O-] the results were NPR2 activator -2, rCAG binder -3, PRMT1 inh -2, TDP2 absorb -10, mABHD4 FP -2, MBD2 inh -1, HTRA1 inh -3, LEDGF integ inh 3, TCR-CD3 inh 3 and SIAE inh 1.
